Gli-Sufu antag: blocks Gli-Sufu signaling in a luciferase reporter | 340,000 tested, 0.74% active | Sufu-KO-LIGHT fibroblasts, Gli luciferase reporter luminescence | inhibition, % at 5 µM | AID 588413;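 active = inhibition above about 55%, limit read from the data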;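 also: 0% = DMSO-treated cells and 100% = wells with medium but no cells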
ATG4B inh: inhibitors of human ATG4B cysteine protease. Q9Y4P1. ATG4B cleavage of LC3-PLA2, NBD-HPC fluorescence, 1 h. inhibition, % at 8.33 µM. 340,000 tested, 0.51% active. AID 504462; in the data active = inhibition above about 40%
CXCR6 inh: CXCR6 (human) receptor inhibition; O00574; CHO-K1 PathHunter CXCR6 beta-arrestin, luminescence; inhibition, % at 20 µM; 360,000 tested, 0.36% active; AID 602244; in the data active = inhibition above about 34%, passing the limit was not always enough;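 also: antagonist mode with CXCL16 agonist at 10 nM final; 0% = 10 nM CXCL16 with DMSO and 100% = unstimulated wells without agonist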
UBC13 inh: blocks human UBC13 polyubiquitin chain formation | P61088 | TR-FRET | inhibition, % at 20 µM | 330,000 tested, 0.47% active | AID 485273; in the data active = inhibition above about 45%, passing the limit was not always enough
Target sequence (P61088 whole entry, looked up): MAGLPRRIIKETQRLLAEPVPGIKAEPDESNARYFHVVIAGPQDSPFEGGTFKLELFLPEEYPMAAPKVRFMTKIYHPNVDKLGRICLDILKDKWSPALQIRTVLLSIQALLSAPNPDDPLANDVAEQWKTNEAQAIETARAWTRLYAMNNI
CCR6 antagonist: antagonists of human CCR6 receptor; CHO-K1 CCR6 PathHunter beta-arrestin, luminescence, CCL20-stimulated; inhibition, % at 20 µM; 340,000 tested, 0.49% active;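 active = compounds whose inhibition of the agonist-driven luminescence signal at 20 µM reaches about 50%, limit read from the data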;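 also: cells stimulated with CCL20 at 14 nM final; plate controls were DMSO with CCL20 for no effect and DMSO without agonist for full effect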
Target sequence (P51684 whole entry, looked up): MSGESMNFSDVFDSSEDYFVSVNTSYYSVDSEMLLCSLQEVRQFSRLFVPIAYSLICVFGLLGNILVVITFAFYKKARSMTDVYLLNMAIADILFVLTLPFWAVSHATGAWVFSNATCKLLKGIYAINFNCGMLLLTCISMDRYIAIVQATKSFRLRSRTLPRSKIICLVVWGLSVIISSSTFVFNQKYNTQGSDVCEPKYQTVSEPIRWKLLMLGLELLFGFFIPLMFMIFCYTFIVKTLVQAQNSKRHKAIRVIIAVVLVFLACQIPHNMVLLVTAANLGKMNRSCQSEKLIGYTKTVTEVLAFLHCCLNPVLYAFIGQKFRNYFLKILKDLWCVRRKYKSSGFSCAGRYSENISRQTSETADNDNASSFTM
APJ ag: agonists of human APJ apelin receptor; AID 2520; activation, % at 20 µM; 330,000 tested, 0.11% active; P35414; CHO-K1 APJ PathHunter beta-arrestin, luminescence; 0% DMSO wells, 100% apelin;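 active = activation more than six SD over the plate average, tested at 20 µM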;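 also: 0% = DMSO alone and 100% = apelin-13 at 10 nM; some results filed as inactive read as strong as hits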
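system = engineered CHO-K1 APJ arrestin reporter cells | input = 1000 cells per well | timing = overnight seeding, 90 min compound at 25 °C, 1 h detection | measured by = enzyme-fragment complementation luminescence | read-out = beta-arrestin recruitment to APJ as agonist activity, luminescent signal | control set = negative DMSO alone, positive Apelin-13 at 10 nM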
EBI2 antag: blocks human EBI2 receptor beta-arrestin signaling | P32249 | EBI2 beta-arrestin recruitment, luminescence, 7a,25-OHC stimulated | inhibition, % at 5 µM | 360,000 tested, 0.81% active | AID 651636; in the data active = inhibition above about 38%;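 also: enzyme fragment complementation signal reports receptor beta-arrestin coupling in cells; 0% = agonist plus DMSO wells and 100% = wells without agonist; some results beyond the cut were filed as inactive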
Target sequence (P32249 whole entry, looked up, the tested form may be a part): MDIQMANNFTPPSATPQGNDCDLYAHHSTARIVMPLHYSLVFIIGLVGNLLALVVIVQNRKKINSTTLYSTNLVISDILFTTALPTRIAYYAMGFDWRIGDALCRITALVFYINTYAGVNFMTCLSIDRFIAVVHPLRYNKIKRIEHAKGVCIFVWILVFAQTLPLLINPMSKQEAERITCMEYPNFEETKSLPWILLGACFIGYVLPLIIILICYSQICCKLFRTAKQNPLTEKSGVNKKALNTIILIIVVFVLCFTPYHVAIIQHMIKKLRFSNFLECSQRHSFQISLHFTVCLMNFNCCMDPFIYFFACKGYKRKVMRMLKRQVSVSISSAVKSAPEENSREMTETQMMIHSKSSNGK
APJ antag: blocks the human apelin receptor APJ; AID 2521; inhibition, % at 20 µM; CHO-K1 APJ beta-arrestin complementation, luminescence; 330,000 tested, 0.32% active; P35414;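 active = inhibition above about 40% at 20 µM, limit read from the data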;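 also: cells challenged with 10 nM apelin-13 agonist together with compound; plate controls were apelin-13 plus DMSO wells for no effect and DMSO wells lacking apelin-13 for full effect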
An asterisk follows results filed as active; / = not tested or not shown; & = joins results of further samples.

SMILES	Gli-Sufu antag	ATG4B inh	CXCR6 inh	UBC13 inh	CCR6 antagonist	APJ ag	EBI2 antag	APJ antag
Cc1c(Cl)cccc1NC(=O)COC(=O)CN1C(=O)NC(C)(C)C1=O	-29	-1	2	-2	7	-4	-9	-6
O=C(Nc1ccc(N2CCN(C(=O)c3ccco3)CC2)cc1)c1ccccc1F	-3	8	-8	2	4	-2	-4	7
CCNCC(=O)Nc1c(C)cccc1C	6	4	-2	10	5	-4	-2	1
CN(C)c1cccc(C(=O)OCC(=O)Nc2nccs2)c1	-3	-2	6	7	0	-4	-6	-2
COc1ccc(NC(=O)Cn2c(-c3ccccc3)cn(-c3ccc(C)cc3)c2=O)cc1	-13	0	4	3	2	-4	-4	3
COC(=O)c1ccc(C(=O)OC)c(NC(=S)N2CCN(c3ccccc3)CC2)c1	-8	8	6	3	18	-3	11	11
CC(=O)N1CCOc2ccc(S(=O)(=O)N3CCCCC3)cc21	-1	-8	7	-7	10	-1	-3	8
CCN(Cc1cnn(C)c1)C(=O)CC1C(=O)NCCN1Cc1cccc(OC)c1OC (configuration not stated)	5	-12	-5	-17	-4	-4	-8	13
C#CCCOC(=O)N1C2=NC(C(=O)OC)=C(C(=O)OC)[C@@H]3N(C)c4ccc(OC)cc4[C@]23C[C@H]1C(=O)OC	9	-8	-8	-5	-10	-1	-9	-29
CCCN1CCC(NC(=O)C2CCN(C(C)=O)CC2)CC1	-15	-4	5	4	-17	-2	5	5
O=[N+]([O-])c1ccc(-c2ncc(-c3ccc(Br)cc3)o2)cc1	-34	-4	-7	6	-9	-2	4	-16
COc1cccc(/C=N/Nc2ccc(C(=O)O)cc2)c1O	73*	-3	-10	-10	-11	-1	-7	-1
CC(=O)[C@H]1[C@H](CCc2ccccc2)NC(=O)N(Cc2ccccc2)[C@@H]1C	49	5	-9	-2	0	-6	-5	-40
O=C(COC(=O)c1ncc(Cl)c(Cl)c1Cl)c1ccc(Cl)s1	2	40	11	5	5	0	-17	0
COc1ccc(CC(=O)N2CCC(n3nccc3NC(=O)C3CCOC3)CC2)cc1 (configuration not stated)	-19	3	-5	-2	1	1	-1	14
O=C(CCSCCc1ccccn1)Nc1cc(F)ccc1F	6	-4	2	-2	-4	7	-4	-7
Cc1cccc2c1N(CCOc1ccccc1Cl)C(=O)C2=O	32	8	15	9	27	-3	4	33
COCCCNC(=O)c1cc(OC)c(OC)c(OC)c1	1	1	0	6	1	-1	7	8
CCC(c1nnc(SCC(=O)NCC2CCCO2)n1Cc1ccccc1)N(C)C (configuration not stated)	8	-13	0	1	-8	4	-10	14
CC(C)C(NC(=O)Cc1ccccc1[N+](=O)[O-])C(C)C	3	-2	-3	-9	18	-5	-6	-12
CCCCOc1ccc(NC(=O)CSCC(=O)OCC)cc1	0	1	-8	8	-5	-2	13	-6
O=C(O)CCC(NC(=O)C1CCCN1C(=O)OCc1ccccc1)C(=O)O (configuration not stated)	-4	1	-5	-9	-10	9	-1	-37
COc1cccc2sc(Nc3nc(-c4ccncc4)cs3)nc12	-5	-8	32	-7	30	0	73*	19
COC(=O)c1ccc(NC(=O)CN2CCN(S(=O)(=O)c3ccc(Br)cc3)CC2)cc1	8	-6	-2	21	22	3	23	17
CC1CCN(C(=O)Cn2cc(C(F)(F)F)ccc2=O)c2ccccc2S1 (configuration not stated)	4	-1	6	5	5	-1	0	3
Following part:
SMILES	Gli-Sufu antag	ATG4B inh	CXCR6 inh	UBC13 inh	CCR6 antagonist	APJ ag	EBI2 antag	APJ antag
O=C(O)c1cc(N/N=C/c2c[nH]c3ccccc23)ccc1Cl	9	4	2	-6	-4	3	-2	-17
c1ccc(CCCNCC2COc3ccccc3O2)cc1 (configuration not stated)	13	-1	7	-3	-2	-2	-3	0
COc1cc(SC)ccc1C(=O)Nc1c(Cl)cncc1Cl	3	-6	-4	-5	7	-1	-3	-14
CNC(C)c1ccc(S(N)(=O)=O)cc1 (configuration not stated)	-3	0	-2	-6	16	-3	16	-22
CC(=O)[C@H]1CC[C@H]2[C@@H]3CCC4=CC(=O)CC[C@]4(C)[C@H]3CC[C@]12C	7&5	-9&0	1&-4	6	7&11	-2	12&5	9
CSc1nncc(/C(C)=N\Nc2ccccc2C)n1	9	-7	-4	-4	-1	-1	-10	3
Cc1ccc(-n2c(C)cc(C)c(C#N)c2=O)cc1C	-8	-8	-8	-7	1	-1	-8	-9
COc1ccc(C2C(CN3CCOCC3)C(=O)N2c2ccccc2)cc1 (configuration not stated)	1	7	8	4	0	-3	0	-8
Cc1ccc(N2C(=O)[C@@H]3[C@H](C2=O)C2CCCN2[C@@H]3C(=O)c2ccccc2)cc1 (some centres not stated)	-5	-5	4	-5	0	-3	-8	12
CCN1C[C@@H]2[C@@H]3C(=O)N(Cc4ccccc4)C(=O)[C@@H]3[C@](C)(C1=O)N2C(=O)c1ccc(F)cc1	-8	-5	-3	/	-2	/	-4	/
C/C(=N\Nc1ccc(C(=O)O)cc1)c1ccc(S(=O)(=O)NCc2ccco2)cc1	-14	6	-3	-14	6	-5	4	19
COc1ccc(CC(=O)N2N=C(C)CC2(O)C(F)(F)F)cc1 (configuration not stated)	-1	5	3	-7	-20	-1	2	-12
CC1CC(N(C(=O)c2ccc(Cl)cc2)c2ccccc2)c2ccccc2N1C(=O)c1ccco1 (configuration not stated)	7	6	18	-14	25	-4	18	-13
COc1ccc(C2C(C#N)=C(N)Oc3cccc(O)c32)cc1 (configuration not stated)	9	-8	-9	7	3	-3	-14	13
O=C(O)Cc1ccc(Nc2cnn(C34CC5CC(CC(CC(=O)O)(C5)C3)C4)c(=O)c2Cl)cc1	-1	-3	-11	-14	8	-1	-12	25
COc1ccc(-c2csc(NC(=O)CSc3nnc(Nc4ccccc4C)s3)n2)cc1	-11	0	-3	-11	-11	-1	-2	-3
CC1CCc2sc(C(=O)N/N=C/c3ccc([N+](=O)[O-])cc3)cc2C1 (configuration not stated)	-5	-15	3	-19	4	-1	10	-7
Cc1nn(-c2ccccc2)c(Cl)c1/C=C(/CC(=O)O)c1nc2ccccc2s1	-1	-2	0	/	10	/	5	/
O=C1N(CN2CCOCC2)c2ccccc2C12OCC(CCl)O2 (configuration not stated)	-1	-1	-10	4	-2	-2	1	5
CN(CCCNC(=O)CSc1cc(=O)n(C)c2ccc(Cl)cc12)Cc1ccccc1	26	-18	4	-6	17	0	0	5
COc1cc(NC(=O)CCC(=O)N2CCN(S(=O)(=O)c3ccc(C)cc3)CC2)cc(OC)c1	11	-17	1	/	9	/	-6	/
COc1cccc(CNC(=O)CCNS(=O)(=O)c2cccs2)c1	1	-4	-4	2	-8	3	9	16
CC(C)CCNC(=O)C(NS(=O)(=O)c1ccc2c(c1)c(=O)n(C)c(=O)n2C)c1ccccc1 (configuration not stated)	8	-14	-3	1	9	-1	-2	25
Clc1ccccc1CSc1nnc([C@@H]2CCCN2)o1	-5	-6	3	1	-5	3	0	4
CCN(CC)C(=O)CSc1nnc([C@@H](NC(=O)OC(C)(C)C)C(C)C)o1	3	2	5	4	3	-3	-12	14

Brought forward from above: 6 entries; new compounds follow.
SMILES	Gli-Sufu antag	ATG4B inh	CXCR6 inh	UBC13 inh	CCR6 antagonist	APJ ag	EBI2 antag	APJ antag
CN(CCCNC(=O)CSc1cc(=O)n(C)c2ccc(Cl)cc12)Cc1ccccc1	26	-18	4	-6	17	0	0	5
COc1cc(NC(=O)CCC(=O)N2CCN(S(=O)(=O)c3ccc(C)cc3)CC2)cc(OC)c1	11	-17	1	/	9	/	-6	/
COc1cccc(CNC(=O)CCNS(=O)(=O)c2cccs2)c1	1	-4	-4	2	-8	3	9	16
CC(C)CCNC(=O)C(NS(=O)(=O)c1ccc2c(c1)c(=O)n(C)c(=O)n2C)c1ccccc1 (configuration not stated)	8	-14	-3	1	9	-1	-2	25
Clc1ccccc1CSc1nnc([C@@H]2CCCN2)o1	-5	-6	3	1	-5	3	0	4
CCN(CC)C(=O)CSc1nnc([C@@H](NC(=O)OC(C)(C)C)C(C)C)o1	3	2	5	4	3	-3	-12	14
Cc1nc(C(=O)NCCC(C)C)sc1C1(C)CC(c2cccc([N+](=O)[O-])c2)=NO1 (configuration not stated)	12	9	-3	6	11	7	9	5
O=C(c1oc2ccccc2c1CSCc1ccccc1)N1CCN(c2ncccn2)CC1	-2	9	3	-4	11	-2	24	9
COc1ccc(N=C2S/C(=C\c3ccco3)C(=O)N2CC(C)C)cc1	2	-6	6	-1	27	-5	24	16
COc1ccc(-c2ccc([C@H]3[C@H]4C=CC[C@@H](C)[C@@H]4C(=O)N3Cc3ccccc3)c(F)c2)cc1C	0	-2	14	-3	17	3	24	-10
O=C(CN1CC(c2ccccc2)CC1=O)OCc1cccc(Br)c1 (configuration not stated)	3	5	-10	-1	-10	-1	-4	-15
O=[N+]([O-])c1ccccc1S(=O)(=O)Nc1cccc(S(=O)(=O)N2CCCC2)c1	-31	-27	-3	-6	13	-2	-10	5
O=C(NCCNC(=O)C(F)(F)F)c1ccncc1	5	0	0	2	-12	0	-6	-1
CC1(C)Cc2c(C#N)c(N)n(-c3ccccc3)c(=S)c2CO1	6	-6	-2	0	3	-3	-10	-3
COc1cccc(C(C(=O)NC2CCCC2)N(Cc2ccc(C)cc2)C(=O)c2ccco2)c1OC (configuration not stated)	-2	-2	-5	-2	10	8	3	-16
O=C(c1ccc([N+](=O)[O-])cc1)N(Cc1ccc(Cl)cc1Cl)N1C(=O)CCCC1=O	23	-16	-3	-5	7	0	12	-56
O=C(NC1CCN(Cc2ccccc2)CC1)c1cccc(Br)c1	11	3	0	14	12	-1	1	17
Cc1ccc(OC(=O)CCC(=O)Nc2ccc(S(=O)(=O)Nc3cc(C)on3)cc2)cc1	4	6	2	8	9	-3	4	8
Cc1nn(C)c(C)c1S(=O)(=O)N(CC(=O)NCCCN1CC(C)CC(C)C1)c1ccc(C(C)C)cc1 (configuration not stated)	38	-1	5	-4	11	-6	3	5
Cc1ccc2nc(NC(=O)COC(=O)c3ccc(Br)o3)sc2c1	-20	-16	3	-15	-1	-2	2	6
Cn1nccc1/C=C(/C#N)S(=O)(=O)c1ccccc1	1	-8	-7	8	-8	-3	0	1
CC1(C)CC(NC(=O)c2ccccc2C(=O)NC2CC(C)(C)NC(C)(C)C2)CC(C)(C)N1	-5	-2	3	9	-3	-4	4	3
CCCOc1cccc(C(=O)N2CCN(C(=O)C3CCCO3)CC2)c1 (configuration not stated)	0	10	2	3	8	-1	-4	-1
CC(C)Cc1nnc(NC(=O)C2CSC3(C)CCC(=O)N23)s1 (configuration not stated)	17	-3	-5	-9	6	-6	-5	7
Cc1ccc(NC2c3ncccc3C(=O)N2Cc2cccs2)cc1C (configuration not stated)	2	5	11	9	17	-3	-5	0
Cn1c(=O)c(/C=C/c2ccc(F)cc2)nc2ccccc21	-36	0	13	/	6	/	28	/
CCn1cc(C2=NOC(C(=O)Nc3cccc(C(C)=O)c3)C2)c(C)n1 (configuration not stated)	-6	-11	-8	-4	13	1	-8	-10
O=C(NCCc1ccc(Cl)cc1)C1CCCN(S(=O)(=O)N2CCCCCC2)C1 (configuration not stated)	8	3	0	9	31	-2	29	21
CCCCCCCCCC(=O)Nn1cnc2ccccc2c1=O	-5	-4	1	1	8	-1	-9	12
O=C(N/N=C/c1ccc(-n2ccnc2)cc1)c1cccs1	-43	-13	-6	-9	5	-1	-1	-2
O=C(Cc1ccccc1)NNC1CC(=O)N(c2ccc(Cl)cc2)C1=O (configuration not stated)	2	-3	2	4	-11	-1	-8	-5
CCc1ccccc1NC(=O)N1CCc2ccccc2C1	-3	2	5	4	1	-2	-2	15
CC1CCCCC1NC(=O)c1cn(C)c2ccc(S(=O)(=O)N3CCOCC3)cc2c1=O (configuration not stated)	33	-7	11	5	13	-2	-2	8

From PubChem
